Source: PubChem (several laboratories)
KCNQ1 act: potentiates or activates the human KCNQ1 potassium channel; CHO-K1 KCNQ1, thallium flux FluxOR fluorescence; hits give high values; B-score at 10 µM; hit rate 0.35% among 310,000; AID 2648;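 active = fluorescence ratio B-score, a plate-corrected score, at least three library SD, with initial intensity B-score within 5 SD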
Target sequence (P51787 whole entry, looked up): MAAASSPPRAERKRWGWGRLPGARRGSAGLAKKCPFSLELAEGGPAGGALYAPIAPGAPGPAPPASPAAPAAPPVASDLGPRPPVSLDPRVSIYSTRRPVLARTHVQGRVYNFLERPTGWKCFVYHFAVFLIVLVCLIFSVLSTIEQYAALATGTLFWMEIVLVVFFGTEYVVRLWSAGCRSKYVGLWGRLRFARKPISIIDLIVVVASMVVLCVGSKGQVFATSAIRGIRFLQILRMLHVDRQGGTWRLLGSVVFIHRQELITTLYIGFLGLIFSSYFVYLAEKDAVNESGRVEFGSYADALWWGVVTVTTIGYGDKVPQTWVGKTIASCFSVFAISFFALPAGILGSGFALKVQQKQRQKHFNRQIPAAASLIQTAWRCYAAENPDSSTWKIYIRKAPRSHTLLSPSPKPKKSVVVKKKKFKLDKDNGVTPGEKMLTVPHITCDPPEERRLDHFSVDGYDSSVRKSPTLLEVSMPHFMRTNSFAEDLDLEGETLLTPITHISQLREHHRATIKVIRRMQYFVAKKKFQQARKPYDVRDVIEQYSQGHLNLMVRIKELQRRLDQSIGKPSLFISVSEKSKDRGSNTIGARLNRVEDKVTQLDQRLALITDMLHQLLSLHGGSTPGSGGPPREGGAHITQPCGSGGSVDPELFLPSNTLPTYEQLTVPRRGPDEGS
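System: Stable KCNQ1 CHO-K1 line | Incubation: 90 min dye loading and 20 min compound exposure, both at room temperature | Measure: Ratio B score | Medium: Assay buffer for compound exposure, DMSO matched across wells | Compound dosing: Single-concentration screen | Probe or stimulus: K+/Tl+ depolarizing stimulus | Measured by: Kinetic FluxOR fluorescence, 10 s baseline plus 110 s post-stimulus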
KCNK9 block: human KCNK9 channel inhibition; Q9NPC2; hit rate 1.2% among 310,000; HEK293 KCNK9, FluxOR thallium flux fluorescence; hits give low values; AID 488922; B-score at 10 µM;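 active = ratio B-score over 3 SD below the library mean, with starting fluorescence within 5 SD of its mean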;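 note: negative B-score means less thallium flux so channel inhibition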
KCNK3 block: human KCNK3 channel inhibition, primary screen; hit rate 0.84% among 340,000; B-score at 10 µM; CHO-KCNK3 thallium flux, FluxOR fluorescence; hits give low values; O14649;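 active = B-score under library mean minus 4 SD, starting fluorescence ratio at most library mean plus 5 SD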;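 note: more negative B-score means stronger inhibition of thallium flux through KCNK3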
PolyA inh: inhibitors of polyadenylation in S. cerevisiae | S. cerevisiae SKY197-pL101 polyadenylation reporter, beta-gal luminescence; efflux-impaired pdr1/pdr3 knockout yeast; score 100 = 6 SD above DMSO | calls only at 12 µM | hit rate 0.02% among 300,000 | AID 1875;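 active = lowest replicate activity score at least 50, where 100 means six control SD above control mean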;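 note: yeast exposed to compound for 9 h at 30 °C; higher score means more reporter readthrough which indicates perturbed polyadenylation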
GSK3 alpha inh: human GSK-3 alpha kinase inhibition | AID 2650 | hit rate 0.1% among 320,000 | ADP-Glo luminescence, 60 min | P49840 | inhibition, % at 10 µM;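 in the data active = inhibition above about 50%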;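 note: GST-tagged GSK-3 alpha with peptide substrate and 25 µM ATP; 0% = DMSO neutral wells and 100% = GW8510 positive control wells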
hERG protect: compounds protecting human hERG from proarrhythmic drug block; CHO-hERG, FluxOR thallium flux, dofetilide IC70 present; activation (rescue from dofetilide block), less the hit threshold, % at 10 µM; hit rate 0.51% among 310,000;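 active = activation above the mean of controls blocked by dofetilide plus 5 SD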;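 note: thallium influx through hERG after potassium depolarization seen as dye fluorescence rise; in these data hits start at about 4.7%; inactives centre near -7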
GSK3B inh: inhibitors of human GSK3beta kinase | hit rate 0.038% among 300,000 | AID 2097 | activity score (negative = inhibition), % at 10 µM | P49841 | GST-GSK3beta kinase, ADP-Glo luminescence, 60 min; hits give low values;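 active = more than half of replicate wells score below -50%, meaning over 50% inhibition versus plate controls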;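 note: 0% = median DMSO wells and -100% = median GW8510 positive control wells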
Target sequence (P49841 whole entry, looked up): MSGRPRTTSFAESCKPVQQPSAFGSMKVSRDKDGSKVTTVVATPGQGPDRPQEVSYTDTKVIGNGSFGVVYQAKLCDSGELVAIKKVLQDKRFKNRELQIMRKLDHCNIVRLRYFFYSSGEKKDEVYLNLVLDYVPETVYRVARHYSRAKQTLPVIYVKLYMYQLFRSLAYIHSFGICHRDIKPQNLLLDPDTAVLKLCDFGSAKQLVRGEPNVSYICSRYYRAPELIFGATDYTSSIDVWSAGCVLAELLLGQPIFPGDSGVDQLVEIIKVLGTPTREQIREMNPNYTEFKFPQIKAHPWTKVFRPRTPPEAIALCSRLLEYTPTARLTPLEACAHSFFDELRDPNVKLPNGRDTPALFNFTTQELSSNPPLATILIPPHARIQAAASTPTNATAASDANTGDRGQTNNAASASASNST
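Test system – GST-tagged human GSK3beta kinase, cell-free · Incubation – 60 min enzyme reaction, room temperature · Signal – ADP-Glo luminescence · Also added – peptide substrate and ATP at 25 µM · Controls – DMSO neutral wells and GW8510 at 20 µM as positive · Buffer or medium – Tris/MgCl2 kinase buffer · Measure – Luminescence-derived activity versus plate DMSO and GW8510 wells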
HDAC3 inh: human HDAC3 inhibition | O15379 | recombinant HDAC3, fluorogenic peptide/trypsin coupled, fluorescence | inhibition, % at 8.3 µM | hit rate 0.15% among 320,000 | AID 2718; in the data active = inhibition above about 26%, passing the limit was not always enough
Dyrk1A ADPGlo: Dyrk1A (rat) kinase inhibition; Q63470; ADP-Glo luminescence, NFATc1 peptide; inhibition, % at 12.5 µM; hit rate 0.43% among 310,000; in the data active = inhibition above about 50%;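 note: plate controls were vehicle with enzyme for no effect and no enzyme for full effect; many of its hits are not listed in these tables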
KCNQ1 block: blocks the human KCNQ1 potassium channel. B-score at 10 µM. AID 2642. P51787. hit rate 1.3% among 310,000. CHO-K1 KCNQ1, FluxOR thallium flux fluorescence; hits give high values;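 active = compounds whose thallium flux B-score, printed positive for inhibition, exceeds three library SD while starting fluorescence stays within three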;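 note: channel opened by potassium depolarization with thallium stimulus after 20 min compound exposure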
RGS4 pot: potentiators or activators of RGS4 | B-score at 10 µM | hit rate 0.92% among 310,000 | HEK293 M3R/inducible RGS4, carbachol calcium flux Fluo4; hits give low values;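 active = B-score of the integrated calcium signal more than 4 SD below the library mean, with starting fluorescence not abnormally high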;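 note: negative B-score means reduced calcium response which marks RGS4 activation or potentiation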
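Assay system: Inducible-RGS4 HEK293 cells carrying M3 receptor | Schedule: Compound preincubation 20 min at room temperature before agonist | Signal: Kinetic calcium fluorescence imaging with Fluo4-AM dye, 2 µM | Read-out basis: B score from integrated fluorescence ratio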
* marks the source's active call; other numbers are inactive results; i = inactive; nt = no result given.

The first 2 compounds, to show the layout:
SMILES | KCNQ1 act | KCNK9 block | KCNK3 block | PolyA inh | GSK3 alpha inh | hERG protect | GSK3B inh | HDAC3 inh | Dyrk1A ADPGlo | KCNQ1 block | RGS4 pot
COc1ccc2sc(N(CCCN(C)C)C(=O)c3ccc(S(=O)(=O)N(C)C4CCCCC4)cc3)nc2c1 | i | i | i | i | 4.6 | -15.3 | -2.1 | 12.5 | 19.2 | i | i
CCOC(=O)c1cnn(-c2ncnc3sc(CC)cc23)c1N | i | i | i | i | -3.5 | -1.0 | 1.7 | 9.1 | 1.5 | i | i

Results, from the first entry:
SMILES | KCNQ1 act | KCNK9 block | KCNK3 block | PolyA inh | GSK3 alpha inh | hERG protect | GSK3B inh | HDAC3 inh | Dyrk1A ADPGlo | KCNQ1 block | RGS4 pot
COc1ccc2sc(N(CCCN(C)C)C(=O)c3ccc(S(=O)(=O)N(C)C4CCCCC4)cc3)nc2c1 | i | i | i | i | 4.6 | -15.3 | -2.1 | 12.5 | 19.2 | i | i
CCOC(=O)c1cnn(-c2ncnc3sc(CC)cc23)c1N | i | i | i | i | -3.5 | -1.0 | 1.7 | 9.1 | 1.5 | i | i
O=C(NCCc1ccccc1)c1ccc(CS(=O)(=O)c2ccc(Br)cc2)o1 | i | i | i | i | -0.7 | -4.6 | -2.4 | -5.2 | -0.7 | i | i
CC(=O)Nc1ccc(S(=O)(=O)Nc2nc3ccccc3nc2N2CCCCCC2)cc1 | i | i | i | i | 0.6 | -15.1 | 0.0 | -5.2 | 1.5 | i | i
CC(=O)/C(=C/N(C)C)Sc1ccc(C)cc1 | i | i | i | i | -4.4 | -9.1 | 0.9 | -1.0 | 3.0 | i | i
CSc1nc(C2CC2)cc(-c2cccs2)c1C#N | i | i | i | i | 1.6 | -10.6 | 1.0 | 0.5 | nt | i | i
CCOC(=O)COc1ccc(/C=C2\NC(=S)N(CC)C2=O)cc1 | i | i | i | i | nt | -6.3 | -0.6 | nt | -1.8 | i | i
CCOc1ccc(/C=N/n2cnnc2)cc1 | i | i | i | i | -3.2 | -0.2 | 1.6 | 11.1 | 0.4 | i | i
O=C(CSc1nnc(NC(=O)CN2CCOCC2)s1)Nc1ccccc1 | i | i | i | i | 0.0 | -1.8 | -3.9 | -12.8 | 7.5 | i | i
Cc1cc(C)c(NC(=O)Cn2nnc(C(=O)NCc3ccco3)c2N)c(C)c1 | i | i | i | i | -0.2 | -7.2 | 0.6 | nt | 0.5 | i | i
OC(C#CCN1CCCCC1)(c1ccccc1)c1ccccc1 | i | i | i | i | -3.7 | -7.6 | -2.9 | 3.5 | 7.5 | i | i
O=C(N/N=C/C=C/c1ccccc1)c1cc(C2CC2)[nH]n1 | i | i | i | i | 7.6 | -8.8 | 1.9 | -4.1 | 1.0 | i | i
S=c1[nH]nc(COc2ccccc2)n1/N=C/c1ccccc1Cl | i | i | i | i | 7.7 | -6.2 | -0.3 | -1.9 | 25.3 | i | i
Cc1nc2scc(-c3cccs3)c2c(=O)n1N | i | i | i | i | nt | -4.4 | 0.7 | nt | 10.6 | i | i
COc1cccc(C2Nc3c(F)cc(Br)cc3C3C=CCC32)c1OC (centres undefined) | i | i | i | i | -0.1 | -9.5 | 1.4 | -6.2 | -8.1 | i | i
COc1ccc(/C=C(/NC(=O)c2ccco2)C(=O)NCc2ccco2)cc1OC | i | i | i | i | 6.1 | -9.9 | -3.8 | 3.2 | -3.5 | i | i
O=C(NCc1ccc2c(c1)OCO2)C1CC(=O)N(CCc2ccc(F)cc2)C1 (centres undefined) | i | i | i | i | -0.7 | -6.3 | 1.3 | 5.6 | 1.0 | i | i
C[C@@H]1CN(Cc2nc(-c3cnccn3)no2)C[C@H](C)O1 | i | i | i | i | -1.9 | 7.4* | 0.7 | 0.2 | 1.8 | i | i
Cc1csc(=O)n1CC(=O)OCC(=O)NCc1ccc(Cl)cc1Cl | i | i | i | i | -3.5 | -14.7 | 4.7 | nt | -2.0 | i | i
NS(=O)(=O)c1cccc(NC(=O)COC(=O)Cc2ccc(S(=O)(=O)N3CCCCC3)s2)c1 | i | i | i | i | -1.4 | -18.2 | 3.7 | 0.6 | -4.2 | i | i
CC(C)Cn1c(=O)c2sccc2n2c(CCCC(=O)N3CCC(N4CCCCC4)CC3)nnc12 | i | i | i | i | 0.4 | -4.4 | 2.9 | 1.1 | -0.1 | i | i
COc1ccc(C(=O)Nc2ccc(NC(=O)C3CC3)nc2)cc1 | i | i | i | i | -1.3 | -1.0 | 2.9 | -0.2 | -7.1 | i | i
CCOC(=O)Cn1c(=O)c2c(nc(N3CCCCC3)n2C)n(C)c1=O | i | i | i | i | 2.1 | -3.6 | -1.1 | 0.9 | 0.8 | i | i
CNC(=O)C(Sc1ccccc1)c1ccccc1 (centres undefined) | i | i | i | i | -0.3 | -10.9 | -0.5 | -13.6 | 1.6 | i | i
CCCn1nnc2c(=O)oc3ccccc3c21 | i | i | i | i | -1.3 | -5.2 | 1.6 | 4.9 | -9.3 | i | i
CCc1nnc(NC(=O)C2CCN(c3cnccn3)CC2)s1 | i | i | i | i | -1.2 | -10.6 | 3.3 | -8.3 | -0.6 | i | i
Cc1ccc2c(c1)-c1c(ssc1=S)C(C)(C)N2C(=O)CN1C(=O)c2ccccc2C1=O | i | i | i | i | -1.1 | -4.0 | -1.9 | 5.3 | -3.3 | i | i
CCC(C)NC(=O)C1c2ccccc2C(=O)N(c2ccc(OC)cc2)C1c1ccc(OC)cc1 (centres undefined) | i | i | i | i | -4.0 | -5.0 | 0.5 | 0.7 | 4.5 | i | i
COc1ccc(N2C(=O)C3CCCN3C2c2cccc(F)c2)cc1Cl (centres undefined) | i | i | i | i | 0.9 | -16.7 | -1.1 | 3.4 | -7.3 | i | i
O=C(CN1CCN(Cc2ccccc2Cl)CC1)N/N=C/c1ccccn1 | i | i | i | i | 20.4 | -7.0 | -43.4 | 2.5 | 5.4 | i | i
O=C1C2C3CCC(CC3)C2C(=O)N1c1ccccc1 (centres undefined) | i | i | i | i | 1.2 | -5.7 | -1.1 | -4.0 | 5.0 | i | i
CCOc1ccc(NC(=O)c2ccco2)cc1 | i | i | i | i | -1.5 | 1.9 | -3.5 | -0.4 | 5.1 | i | i
C[C@@H](C(=O)NCCCCCC(=O)O)n1nnc2ccccc2c1=O | i | i | i | i | -2.3 | -9.5 | 1.2 | -0.5 | -6.2 | i | i
CN1CCN(c2nc(-c3cccs3)cc(C(F)(F)F)n2)CC1 | 10* | i | i | i | -2.1 | -0.2 | -1.2 | 9.0 | -0.5 | i | -8.7*
CC(=O)NC1=NC(=O)/C(=C/c2cc(C)n(-c3cccc(C(=O)O)c3)c2C)S1 | i | i | i | nt | nt | -14.8 | 1.8 | nt | 3.6 | i | i
CC(C)NC(=O)NC(=O)COC(=O)c1c2c(nc3ccccc13)CCC2 | i | i | i | i | 0.8 | -15.9 | 2.8 | -8.6 | 13.6 | i | -7.05*
CN1CCN(C(=O)c2cnn(-c3ccccc3)c2NC(=O)c2ccc(Br)cc2)CC1 | i | i | i | i | 2.1 | -2.2 | 1.3 | -8.8 | 0.5 | i | i
O=C(Cn1c(C(=O)O)cc2ccccc21)c1ccccc1 | i | i | i | i | -4.1 | -9.2 | 6.6 | 6.4 | 1.3 | i | i
OCCN1CCN(c2nc(-c3ccccc3)nc3c2oc2ccccc23)CC1 | i | i | i | i | -1.3 | -9.2 | 5.6 | -2.0 | 3.9 | i | i
O=C(CCC(=O)Nc1ccc(Br)cc1)N/N=C/c1cc([N+](=O)[O-])ccc1O | i | i | i | i | -4.6 | -9.1 | -3.6 | 9.8 | -6.3 | i | i
COCCCN(C(=O)c1cc2c(s1)CCCCC2)c1c(N)n(Cc2ccccc2)c(=O)[nH]c1=O | i | i | i | i | -0.7 | -16.0 | -2.8 | 1.7 | -1.1 | i | i
CC(c1ccco1)N(C(=O)c1ccc(S(=O)(=O)N2CCCCC2)cc1)c1ccccn1 (centres undefined) | i | i | i | i | -1.3 | -6.9 | 4.4 | 2.8 | -1.1 | i | i
CNC(=O)c1sc(SC)cc1-c1ccc(Cl)cc1 | i | i | i | i | -2.0 | -3.9 | -2.4 | -2.1 | 6.8 | i | i
CN(CC(=O)NNC(=O)c1cccnc1)S(=O)(=O)c1cc(Cl)ccc1Cl | i | i | i | i | -2.1 | -7.8 | -3.8 | 0.3 | -0.7 | i | i
Cc1ccc(C2(C(F)(F)F)NC(=O)N3CCCN=C3S2)cc1 (centres undefined) | i | i | i | i | 1.6 | 2.2 | 0.5 | 7.2 | nt | i | i
CCC1CCCN1Cn1cnc2c([nH]c3ccccc32)c1=O (centres undefined) | i | i | i | i | 0.4 | -7.8 | 4.9 | -8.9 | 9.1 | i | i
COc1ccc2c(c1)c(C(C)=O)c(C)n2-c1ccccc1 | i | i | i | i | -2.0 | -3.3 | -3.1 | -0.6 | 1.8 | i | i
Cc1ccccc1NC(=O)C1C2CC/C=C\CCC21 (centres undefined) | i | i | i | i | 0.2 | -6.3 | 1.5 | 0.0 | -1.6 | i | i
Nc1nonc1-c1nc2ccccc2n1CC(=O)N1CCN(c2ccc(F)cc2)CC1 | i | i | i | i | 4.0 | -8.1 | -0.2 | -4.6 | 0.8 | i | i
O=C(Cn1cnc2ccccc21)N/N=C/c1ccco1 | i | i | i | i | nt | -2.8 | 2.2 | 10.9 | 2.0 | i | i
COc1ccc(/C(N)=N/OC(=O)Cc2ccc(OC)c(OC)c2)cc1 | i | i | i | i | 1.7 | -10.1 | 0.1 | 2.1 | 1.8 | i | i
CCCCn1c(-c2nn(C)c(C)c2Cl)n[nH]c1=S | i | i | i | i | -0.9 | -7.5 | 0.7 | 1.4 | -4.7 | i | i
O=C1NC(=O)/C(=C/c2ccccc2Cl)N1 | i | i | i | i | 8.6 | -8.3 | -2.3 | 2.0 | 8.0 | i | i
CC1CCCCC1NC(=O)C1CCC(CNS(=O)(=O)c2cccc3cccnc23)CC1 (centres undefined) | i | i | i | i | 0.2 | -3.8 | -0.1 | 0.4 | -2.5 | i | i
Cc1nn(-c2ccccc2)c(C)c1NC(=O)COC(=O)c1cc(Cl)ccc1O | i | i | i | i | 0.1 | -24.1 | 0.2 | -1.8 | -5.9 | i | i
Cc1csc2c(=O)n(CCO)c(=O)[nH]c12 | i | i | i | i | 1.1 | -6.3 | -27.7 | -0.9 | 4.3 | i | i

These rows are one share of the data (hit frequency here may not be typical).
